Assay outcomes (PubChem BioAssay)
HepG2 tox: HepG2 cytotoxicity, counter-screen for TGF-b inhibitors. HepG2 CAGA-GFP viability, ATP luminescence, 18 h. AID 588856. hit rate 0.76% among 410,000. Potency, µM (titrated, usually from 46.1 µM), for inactives: top-dose activity change, negative = cytotoxicity, usual class: cytotoxic; further: potency means the concentration at half of the fitted maximal effect; some results filed as inactive show a strong effect at the top dose
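HepG2 CAGA-GFP cells (1000/well, DMEM with 1% FBS) received compound, then TGF-beta at 500 pg/mL final, and were incubated 18 hours at 37 degrees C. Viability was read by CellTiter-Glo luminescence. Media-only wells were set as complete cell-killing and DMSO as no toxicity.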
Mm-Cpn inhibitor: blocks the Methanococcus maripaludis chaperonin Mm-Cpn. purified Mm-Cpn ATPase, ADP Transcreener TR-FRET. Potency, µM (top dose mostly 76.9 µM), for the others: at the top dose activity, negative = inhibition, actives largely listed as inhibitors. hit rate 0.031% among 330,000. AID 504842; further: potency means the concentration at half of the fitted maximal effect; on the % scale 0 is the no-effect control and ±100 the full control effect; nearly all actives have a fitted effect of over 80% in size
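Inhibition of chaperonin ATP hydrolysis is measured as reduced ADP production, detected by competitive TR-FRET in which signal falls with ADP. Final enzyme 25 nM and ATP 10 uM, reacted 30 min at 37°C.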
TGFb inhibitor: blocks TGF-b signaling; Potency, µM (series often up to 46.1 µM), without a hit: top-dose activity, negative = inhibition, hits mostly inhibitors; AID 588855; HepG2 CAGA-GFP TGF-b/SMAD3 reporter, GFP fluorescence, 18 h; TGF-beta stimulated, 500 pg/mL final; hit rate 1.2% among 410,000; further: potency means the concentration at half of the fitted maximal effect; on the % scale 0 is the no-effect control and ±100 the full control effect; nearly all actives have a fitted effect of over 65% in size
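Using HEPG2 CAGA-GFP reporter cells at 1000 cells/well, we pinned test compounds, stimulated with recombinant TGF-beta (500 pg/mL final) and measured total well GFP after 18 h.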
Nrf2 ARE act: activates Nrf2 signaling. AREc32 ARE-luciferase reporter (MCF7-derived line), luminescence, 24 h. Potency, µM (titrated, usually from 46.1 µM), without a hit: top-dose activation, hits mostly activators. hit rate 0.31% among 410,000; further: potency means the concentration at half of the fitted maximal effect; % of control where 0% means no effect; nearly all actives have a fitted effect of over 65% in size
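Nrf2 activation is followed as ARE-luciferase induction in the AREc32 line after one day of compound treatment; luminescence is read with Steady-Glo.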
A549 viability: A549 cytotoxicity, counter-screen for Nrf2 inhibitors. A549 ARE-Fluc cells, CellTiter-Fluor viability, 18-24 h. Potency, µM (titrated, usually from 46 µM), without a hit: at the top dose activity change, negative = cytotoxicity, usual class: inhibitors. hit rate 0.16% among 390,000; further: potency means the concentration at half of the fitted maximal effect; on the % scale 0 is the no-effect control and ±100 the full control effect
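Cytotoxicity counterscreen: CellTiter-Fluor fluorescence was measured in A549 ARE_Fluc cells after 18-24 h of compound exposure in a concentration series. The subsequent BugLite luminescent read reports ARE-luciferase activity.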
Nrf2 block: Nrf2 pathway inhibition; A549 ARE-Fluc reporter, luciferase luminescence, 18-24 h; Potency, µM (doses to about 46 µM), without a hit: top-dose activity change, negative = inhibition, hits mostly inhibitors; hit rate 2.1% among 360,000; AID 504444; further: potency means the concentration at half of the fitted maximal effect; on the % scale 0 is the no-effect control and ±100 the full control effect; nearly all actives have a fitted effect of over 60% in size
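Reporter: ARE-Fluc in A549. Exposure: 18-24 h, 37 °C, 5% CO2, 5% FBS OPTI-MEM. Readouts: fluorescent cytotoxicity (CellTiter-Fluor), then luminescent Nrf2 signal after BugLite.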
ATXN viability: viability counter-screen for ATXN expression inhibitors. S2 cells (HEK-293 line with an ATXN2-luciferase reporter) viability, CellTiter-Fluor protease fluorescence, 24 h. Potency, µM (doses to about 56.7 µM), usual class: cytotoxic. hit rate 0.49% among 400,000. AID 651635; further: potency means the concentration at half of the fitted maximal effect; nearly all actives have a fitted effect of over 40% in size
CCT chaperon mod: cytosolic chaperonin activity modulation | activity change, % (concentration not given with the values), hits read low | AID 651819 | purified chaperonin ATPase assay, HTRF ADP detection, 30 min | hit rate 0.3% among 360,000; in the data active means activity change below about -30%; further: on the % scale 0 is the no-effect control and ±100 the full control effect
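TRiC at 40 or 20 nM final (batch-dependent) in 30 mM Tris pH 7.4, 100 mM KCl, 5 mM MgCl2, 1 mM DTT, with compound at single 76 uM and 10 uM ATP, 30 min at 37 deg C. ADP detected by HTRF Transcreener, 665/615 ratio.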
Akt phos inh: blocks phosphorylation of Akt; Neuro2A IGF-stimulated pAkt S473 HTRF, 20 min; stronger effect = lower value; activity change, % for hits at 50 µM; hit rate 0.32% among 360,000; in the data active means activity change below about -80%; inconclusive means mostly about -51% to -80%; further: on the % scale 0 is the no-effect control and ±100 the full control effect
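Neuro2A cells in DMEM with 0.5% FBS, overnight at 37 deg C, given compound at single 50 µM final, then IGF (6 nM final) for 20 min at 37 deg C. Lysed; phospho-Akt Ser473 by HTRF after 24 h, 665/615 ratio.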
Starred values were filed as active, the others as inactive; i = inactive; ? = inconclusive; . = no result given; [ ] = dose if it differs, or a comment. Unless noted, the call rests on the fitted dose curve; in most records, active means well fitted curve in the direction sought with a large enough effect; inconclusive means small, poorly fitted or top-dose-only effect, or another doubt; inactive means no such curve, though single readings can be large; an effect the other way counts as inactive or inconclusive.

Compound	HepG2 tox	Nrf2 block	Nrf2 ARE act	CCT chaperon mod	Mm-Cpn inhibitor	ATXN viability	TGFb inhibitor	Akt phos inh	A549 viability
Cc1ccc(CN(CC(O)COc2cccc3[nH]cc(C)c23)C(C)(C)C)cc1 (centres undefined)	12.6µM*	7.1%	-1.7%	0.5	-0.5%	?	?	i	1.2%
Cc1ccc(NC(=O)C2CC(O)CN2C(=O)OCc2ccccc2)cc1C (centres undefined)	-0.9%	0.2%	0.0%	-0.5	-1.8%	i	-3.8%	i	9.2%
NCC(O)COc1ccc2c(c1)OCO2 (centres undefined)	-6.3%	.	0.4%	0.9	1.5%	i	-18.1%	i	4.6%
O=C(NCCc1c[nH]c2ccccc12)/C(=C\c1cccnc1)NC(=O)c1cccs1	2.5%	14.1%	4.0%	-2.1	0.6%	i	2.0%	i	-1.0%
Cc1cccc(OC(C)C(=O)Nc2ccccc2C(=O)N2CCCCC2)c1 (centres undefined)	-4.2%	?	-0.4%	-0.4	-0.6%	i	-15.3%	i	8.7%
O=C(NC(=S)Nc1nc(-c2cccc3ccccc23)cs1)c1cc2ccccc2o1	0.5%	12.5%	-1.1%	-3.4	3.1%	i	7.4%	i	-5.6%
CC(=O)OCP(C)(=O)COC(C)=O	-54.4%	.	-1.0%	-1.3	0.9%	i	-19.1%	-120.6%*	-0.8%
O=C(COc1ccc(Cl)cc1)Nc1cccc(S(=O)(=O)NC2=NCCCCC2)c1	-0.4%	25.9µM*	0.2%	-2.0	-1.0%	?	0.0%	i	-18.2%
CC(C)(C)c1ccc(C(=O)N2CCC(C(=O)NCc3ccncc3)CC2)cc1	-15.2%	0.2%	0.3%	-2.7	0.3%	i	-2.9%	i	-0.2%
CSCc1c(C(=O)NC2CCCc3ccccc32)oc2ccccc12 (centres undefined)	-22.9%	-22.7%	-0.1%	-1.0	?	i	-2.2%	i	-8.2%
O=C(CSc1nc2nccnc2c(=O)n1CCc1c[nH]c2ccccc12)Nc1ccc(F)cc1	-10.9%	-4.2%	5.9%	.	.	.	?	.	-5.9%
Cc1ccc(NC(=O)c2cc([N+](=O)[O-])ccc2N2CCOCC2)cc1C	0.9%	-1.6%	-0.1%	-2.2	-1.8%	?	112.8%[activator]	i	-6.9%
Cc1nc2sccn2c(=O)c1S(=O)(=O)NCCc1ccc(Cl)cc1	8.0%	5.4%	-0.6%	-1.5	0.9%	i	0.2%	i	3.4%
CCCCn1c(N)c(N(CCOC)C(=O)CCNC(=O)c2ccccc2Cl)c(=O)[nH]c1=O	7.2%	1.2%	-0.5%	-0.2	-14.9%	i	0.0%	i	2.5%
Cc1ccc(S(=O)(=O)N2CCN(C(=O)COC(=O)COc3ccccc3)CC2)cc1	11.0%	4.7%	0.0%	-0.9	2.0%	i	12.3%	i	2.6%
Cn1ccnc1CN1CCN(C(=O)c2cc(COc3ccc(F)c(F)c3)on2)CC1	-6.8%	7.5%	2.2%	-0.2	0.3%	i	6.9%	i	4.8%
COc1ccc(C2CC3(O)NC(=O)C(C#N)(C3C)C2(C#N)C#N)cc1 (centres undefined)	21.9%	8.2%	-0.7%	2.5	1.9%	i	6.9%	i	-2.6%
COc1cccc(F)c1C(C[N+](=O)[O-])c1c(N)n(C)c(=O)n(C)c1=O (centres undefined)	-123.0%	?	-2.0%	-0.7	2.3%	20µM*	3.98µM*	i	?
CS(=O)(=O)N1CCN(C(=O)c2ccncc2)CC1	13.2%	1.9%	-0.5%	0.1	-1.4%	i	1.5%	i	-0.4%
Cc1cc(C)n(-c2cc(Cl)ccc2[N+](=O)[O-])n1	6.0%	-9.9%	0.1%	0.3	-0.9%	i	1.6%	i	0.0%
Cc1coc2c(C)c3oc(=O)c(CCC(=O)N4C[C@H]5C[C@@H](C4)c4cccc(=O)n4C5)c(C)c3cc12	16.5%	-19.3%	-1.1%	-4.0	-2.8%	i	36.5%	i	0.5%
CC(=O)c1sc(NC(=O)c2ccccc2F)nc1C	-42.0%	?	?	-1.4	-1.7%	i	6.9%	i	0.6%
O=C(NCc1ccc2c(c1)OCO2)c1cc([N+](=O)[O-])ccc1N1CCOCC1	-14.4%	6.6%	-1.3%	-2.9	-0.5%	i	-9.4%	i	?
CNC(=S)N/N=C(\C)c1ccc2c(c1)OCCO2	2.0%	9.2%	3.2%	-1.7	2.3%	i	-5.1%	i	3.2%
CCSC(=O)N1c2ccc(OC)cc2C=CC1C#N (centres undefined)	13.1%	?	2.6%	1.3	.	?	?	i	-7.4%

The closing six records of the part above come first, to join the parts.
Compound	HepG2 tox	Nrf2 block	Nrf2 ARE act	CCT chaperon mod	Mm-Cpn inhibitor	ATXN viability	TGFb inhibitor	Akt phos inh	A549 viability
Cc1cc(C)n(-c2cc(Cl)ccc2[N+](=O)[O-])n1	6.0%	-9.9%	0.1%	0.3	-0.9%	i	1.6%	i	0.0%
Cc1coc2c(C)c3oc(=O)c(CCC(=O)N4C[C@H]5C[C@@H](C4)c4cccc(=O)n4C5)c(C)c3cc12	16.5%	-19.3%	-1.1%	-4.0	-2.8%	i	36.5%	i	0.5%
CC(=O)c1sc(NC(=O)c2ccccc2F)nc1C	-42.0%	?	?	-1.4	-1.7%	i	6.9%	i	0.6%
O=C(NCc1ccc2c(c1)OCO2)c1cc([N+](=O)[O-])ccc1N1CCOCC1	-14.4%	6.6%	-1.3%	-2.9	-0.5%	i	-9.4%	i	?
CNC(=S)N/N=C(\C)c1ccc2c(c1)OCCO2	2.0%	9.2%	3.2%	-1.7	2.3%	i	-5.1%	i	3.2%
CCSC(=O)N1c2ccc(OC)cc2C=CC1C#N (centres undefined)	13.1%	?	2.6%	1.3	.	?	?	i	-7.4%
COc1cccc(/C=C/C(=O)OCC(=O)NC2CC2)c1OC	4.5%	9.2%	10.6%	-1.3	0.2%	i	11.4%	i	-1.0%
C#CCOCCOCCOCCNc1nc(N2CCN(C(=O)[C@H](CCC(=O)O)n3cc([C@@H](N)CO)nn3)CC2)nc(N2CCN(C(=O)[C@H](CCC(=O)O)n3cc([C@@H](N)CCSC)nn3)CC2)n1	7.9%	-0.2%	-0.8%	-0.4	2.5%	i	8.5%	i	1.3%
Cc1ccc(CCNC(=O)c2cnc3c(-c4ccc(F)cc4)c(C)nn3c2C)cc1	-0.4%	?	-0.9%	.	.	.	14.3%	.	7.0%
O=c1c2cc3c(cc2n(Cc2ccccc2)c(=O)n1Cc1nc(-c2ccccc2)no1)OCO3	-16.4%	?	0.5%	.	.	i	-0.7%	.	-10.8%
C#CCOCCOCCOCCNc1nc(N2CCOCC2)nc(N2CCN(C(=O)[C@H]([C@@H](C)O)n3cc(CCCCN)nn3)CC2)n1	-6.9%	-9.2%	-0.3%	1.0	-2.2%	i	1.0%	i	0.7%
O=C(Nc1cccc(Cl)c1N1CCOCC1)c1cccnc1	-3.6%	-6.7%	-2.2%	-1.7	1.1%	i	27.4%	i	0.9%
CCCc1cnc(N2CCN(S(C)(=O)=O)CC2)nc1	11.9%	-6.9%	5.2%	0.3	1.3%	i	4.7%	i	?
COC(=O)c1c(NC(=O)/C=C/C(=O)O)sc(C)c1-c1ccc(C)cc1	-32.1%	?	20µM*	-0.2	0.8%	?	-5.3%	i	-26.2%
COCCCNc1nc2c(c(=O)n(C)c(=O)n2C)n1Cc1cccc(OC)c1	-26.1%	.	0.0%	-2.6	-7.2%	i	-41.1%	i	-7.7%
CC(=O)Nc1c2c3c(cccc3n(C)c1=O)C(=O)c1ccccc1-2	-3.1%	2.8%	2.6%	-1.3	-2.4%	i	11.1%	-113.2%*	-19.8%
O=C1Nc2ccc(S(=O)(=O)NCCCO)c3cccc1c23	2.4%	6.3%	1.0%	-3.4	-1.3%	.	6.6%	i	8.5%
OC1CCCN(Cc2cccc3ccccc23)C1 (centres undefined)	2.3%	-14.3%	0.1%	-1.6	-6.9%	i	?	i	-4.4%
CCOC(=O)C1(C)/C(=N/Nc2ccccc2OC)C(=O)C(=O)N1c1ccccc1 (centres undefined)	-14.2%	14.9%	2.6%	2.5	0.6%	i	-13.9%	i	-5.6%
O=C(NCc1ccccc1F)c1ccc(S(=O)(=O)N2CCCC2)cc1	-1.6%	.	-1.1%	2.7	.	i	-16.1%	i	.
CCCc1ccc(Oc2cc(Cl)nc(N)n2)cc1	27.0%	?	2.3%	-1.5	-3.3%	i	0.0%	i	-2.0%
Cc1cccc2c1-c1sc(C(=O)NCCCN3CCCC(C)C3)cc1CO2 (centres undefined)	-100.5%	10.5%	0.6%	-1.1	-7.5%	?	?	i	-0.5%
Cc1ccc(N2CC(C(=O)Nc3nc4ccc(S(C)(=O)=O)cc4s3)CC2=O)cc1 (centres undefined)	-0.1%	5.9%	2.5%	-1.2	0.2%	i	-0.2%	i	-4.1%

Rows are unselected; 4.4% or so of the library scored in one or more.
